KDM5B inh – Primary screen for KDM5B Histone Demethylases FDH-coupled qHTS. Lysine-specific demethylase 5B (Homo sapiens), Q9UGL1. actives 2.6% (n = 220,000). AID 1347165, 2019. Potency, µM (top dose mostly 57.7 µM), for the others: at the top dose activity change, negative = inhibition, actives largely listed as inhibitors. KDM5B demethylase, FDH-coupled NADH fluorescence (FDH is formaldehyde dehydrogenase); active = well fitted inhibition curve with a large enough effect; inconclusive = small, poorly fitted or top-dose-only effect; inactive = no such curve, though single readings can be large or run the other way; note: 0% is about no effect; nearly all actives have a fitted effect of over 70% in size
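qHTS format, multiple compound concentrations. Buffer 50 mM HEPES pH 7.5/0.01% Tween-20; 200 nM KDM5BΔAP final; 10 min compound preincubation; substrate-mix levels 12.5 µM peptide, 25 µM α-KG, 0.25 mM NAD⁺; 30 min RT; ΔRFU.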
Starred values were filed as active, the others as inactive; i = inactive; ? = inconclusive; [ ] = dose if it differs, or a comment. Potency is the fitted concentration of half-maximal effect.

SMILES | KDM5B inh
COC(=O)CNc1cc(S(=O)(=O)N2CCCCC2)ccc1Oc1cccc(C)c1 | -38.1%
Cc1cccc(C(=O)Nc2c(NCC3CCCCC3)c3ccccc3oc2=O)c1 | -5.1%
CCc1noc(-c2ccc(N(C)Cc3ccc(OC)cc3)c([N+](=O)[O-])c2)n1 | ?
COc1cc(SC)ccc1C(=O)N1CC(C)CC(C)C1 (stereo not drawn) | 25.9%
Cc1nc(N2CCN(c3ccccc3)CC2)nc2c1C(=O)CCC2 | 19.1%
CCC(C)c1ccc(NC(=O)CSc2nnc(-c3cc(-c4ccc(F)cc4)n[nH]3)n2N)cc1 (stereo not drawn) | 18.4%
COc1cccc2c1cc1c(=O)n(CC(=O)N3CCN(c4cccc(C)c4)C(C)C3)nc(C)n12 (stereo not drawn) | ?
CC(C)C(=O)NC1CCN(c2cn[nH]c(=O)c2)CC1 | 6.4%
Cc1nonc1OCCNC(=O)[C@H]1CNC[C@@H](C(=O)N2CCOCC2)C1 | 83.9%[activator]
Cc1cc(C)nc(NC2=NCCN2C(=S)Nc2ccc(C)c(C)c2)n1 | -26.8%
O=C(NCCc1ccccc1)[C@@H]1C[C@@H](c2ccc(F)cc2)N([S+](=O)([O-])c2cccnc2)C1 | -23.8%
CC(C)c1noc(-c2ccccc2OCC(=O)Nc2ccccc2[N+](=O)[O-])n1 | -14.5%
Cc1ccccc1C(=O)NNC(=S)NC(=O)/C=C/c1ccccc1 | 15.5%
CCC1Oc2ccc(NC(=O)COc3ccccc3)cc2CN(Cc2cc(F)cc(F)c2)C1=O (stereo not drawn) | 11.3%
O=C([C@H]1C[C@@H](F)CN1C(=O)c1ccc(Cl)cc1)N1CCOCC1 | 11.8%
CCc1ccc(C2CC(C(=O)NC(C)c3ccccc3)CN(C(=O)c3ccoc3)C2)cc1 (stereo not drawn) | -29.7%
COc1ccccc1/C=C/c1nc(C#N)c(NCCN(C)C)o1 | 355.9%[activator]
Oc1ccc(NCc2ccccc2OCc2ccccc2F)cc1 | ?
CC1(c2ccccc2)N(Cc2ncccn2)C(=O)OC12CCN(C(=O)Cc1ccc(Cl)cc1)CC2 (stereo not drawn) | 0.5%
Cc1ccc(S(C)(=O)=O)cc1C(=O)N1CC(C(N)=O)Oc2ccccc21 (stereo not drawn) | -12.0%

Taken from the results shown (2 entries):
SMILES | KDM5B inh
CCC1Oc2ccc(NC(=O)COc3ccccc3)cc2CN(Cc2cc(F)cc(F)c2)C1=O (stereo not drawn) | 11.3%
O=C([C@H]1C[C@@H](F)CN1C(=O)c1ccc(Cl)cc1)N1CCOCC1 | 11.8%

The list continues:
SMILES | KDM5B inh
Cc1cc(C)nc(NC(c2cccs2)c2cc(C)sc2NC(=O)c2ccccc2)n1 (stereo not drawn) | 5.8%
CC(=O)NNC(=S)Nc1cccc(C)c1 | 25.7%
O=C(c1cccs1)N(Cc1ccccn1)C1CC1 | 5.0%
CCn1ccc(C(=O)N2C[C@@H](Oc3cccnc3)C[C@H]2C(=O)N2CCOCC2)n1 | -5.2%
Nc1nnnn1NCc1ccccc1OCc1ccc(F)cc1 | 16.7%
COc1ccc(C)cc1NC(=O)CNC(c1ccccc1)c1ccccc1 | 11.3%
COCCNC(=S)NC1CC(C)(C)NC(C)(C)C1 | 33.5%
CCCn1c(=O)n(CC(=O)Nc2ccccc2)c(=O)c2c1nc(C)n2CCOC | 12.5%
CCC1(c2ccccc2)NC(=O)N(NC(=O)c2nn(C)c(=O)c3ccccc23)C1=O (stereo not drawn) | 10.3%
COc1ccc(-c2cn3nc(N4CCCC(C(=O)NCc5ccccc5OC)C4)sc3n2)cc1 (stereo not drawn) | -12.5%
COc1cccc(CNC(=O)c2ccc3c(c2)nc2n3CCOC2)c1 | ?
C/C(=C/c1c[n+](Cc2ccc3c(c2)OCO3)c(N)[nH]1)Cn1[nH]c(=O)n(-c2ccccc2)c1=O | -14.7%
CN(C)c1cccc2c(S(=O)(=O)NCc3ccc(S(N)(=O)=O)cc3)cccc12 | -9.3%
CCOc1ccc(C(=O)NCCn2ccn3nc(-c4cc(C)ccc4C)cc3c2=O)cc1 | 28.8%
COc1cc(NC(=O)N[C@H](C)c2onc(-c3ccccc3)c2C(=O)O)cc(OC)c1 | -5.2%[86.2 µM]
Cc1nnc(SCc2cc(=O)n3c(C)cccc3n2)s1 | -18.6%
COc1ccc(C(=O)Nc2nncs2)cc1S(=O)(=O)N1CCOCC1 | 33.8%[activator]
CCOc1ccc(CC(=O)N[C@@H]2CN(c3ncccn3)C[C@H]2CN(C)C)cc1 | 25.1µM*
CCN(C(=O)c1cc(-c2ccccc2)c(N2CCOCC2)s1)C1CCS(=O)(=O)C1 (stereo not drawn) | -15.2%
Nc1cc(=O)[nH]c(SCC(=O)Nc2cccnc2Cl)n1 | 25.6%

Two compounds drawn at random from the list so far:
SMILES | KDM5B inh
CN(C)c1cccc2c(S(=O)(=O)NCc3ccc(S(N)(=O)=O)cc3)cccc12 | -9.3%
CCC1(c2ccccc2)NC(=O)N(NC(=O)c2nn(C)c(=O)c3ccccc23)C1=O (stereo not drawn) | 10.3%

The listing picks up, starting 3 compounds before the break.
SMILES | KDM5B inh
CCOc1ccc(CC(=O)N[C@@H]2CN(c3ncccn3)C[C@H]2CN(C)C)cc1 | 25.1µM*
CCN(C(=O)c1cc(-c2ccccc2)c(N2CCOCC2)s1)C1CCS(=O)(=O)C1 (stereo not drawn) | -15.2%
Nc1cc(=O)[nH]c(SCC(=O)Nc2cccnc2Cl)n1 | 25.6%
Cc1ccc2nc(-c3ccc(C)c(NC(=O)CSc4ccc(Cl)cc4)c3)oc2c1 | -22.5%
N#C/C(=C\c1cn(CC(=O)NCc2ccco2)c2ccccc12)C(=O)N1CCCC1 | 7.2%
COc1ccc(NC(=O)COc2coc(CN3CCSCC3)cc2=O)cc1 | -1.0%
COc1ccc(S(=O)(=O)N2CCN=C2SCc2cccc(C)c2)cc1 | -0.6%
Cc1cccc(C(=O)N2CCC3(CC2)c2nc[nH]c2CCN3CC(C)C)n1 | ?
CSC1=C(C#N)C(=O)NC(c2ccccc2O)S1 (stereo not drawn) | ?
COc1cccc2c1ncc1c(-c3ccc(C)cc3)nn(-c3cccc([N+](=O)[O-])c3)c12 | -23.3%
CC(=O)n1nc(NCc2c(F)cccc2Cl)nc1NCc1c(F)cccc1Cl | ?
CCc1ccc(NC(=O)CN2C(C(=O)OC)=C(c3ccccc3)c3ccccc3S2(=O)=O)cc1 | ?
Cc1ccc(C(=O)C2=C(O)C(=O)N(Cc3ccco3)C2c2cccc(Br)c2)o1 (stereo not drawn) | ?
Cc1ccccc1OCc1ccc(-c2nc(C#N)c(N3CCN(C)CC3)o2)o1 | ?
Cc1cccc(C(C)C)c1NC(=O)c1cnc2ccccc2n1 | 10.3%
CCc1ccc(S(=O)(=O)n2ccnc2)cc1 | 5.2%
O=C(c1ccccc1)c1ccc(OC(=O)c2c(F)cccc2Cl)cc1 | -11.8%
COc1cccc(-n2cc(C(=O)NCc3ccc(C)cc3)c3ccccc3c2=O)c1 | ?
CC(c1cccs1)N(C)C(=O)c1ccc(C(F)(F)F)cc1 (stereo not drawn) | -4.4%[86.2 µM]
CCCCS(=O)(=O)N1CCC(F)(c2nc(-c3ccccc3)no2)CC1 | 38.3%[activator]
Fc1ccccc1N1CCN(c2ncnc3c2nc2n3CCCC2)CC1 | 1.6%
CCc1ccc(C(=O)c2sc(Nc3ccc(OC)cc3)c(C(N)=O)c2N)cc1 | -3.5%
Cc1cc(C)cc(NC(=O)N2CCCC(Cn3c(C4CC4)nc4cccnc43)C2)c1 (stereo not drawn) | 16.5%

Copied from the list.
CC(c1cccs1)N(C)C(=O)c1ccc(C(F)(F)F)cc1 (stereo not drawn) | KDM5B inh: -4.4%[86.2 µM]
COc1ccc(C(=O)Nc2nncs2)cc1S(=O)(=O)N1CCOCC1 | KDM5B inh: 33.8%[activator]

(continued)
SMILES | KDM5B inh
CCc1cccc(NC(=O)CN(C)S(=O)(=O)c2ccc3c(c2)n(C)c(=O)c(=O)n3C)c1 | 2.4%
O=C(NCCc1ccc(Cl)cc1)c1nc(-c2ccc(Cl)cc2Cl)c2ccccn12 | 79.4µM*
N#Cc1cccc(-c2ccnc(N[C@H]3CO[C@H]4[C@@H]3OC[C@@H]4NC(=O)C3CCCCC3)n2)c1 | 35.5µM*
Cc1cc(=O)oc2cc(NC(=O)Cc3ccc(Cl)cc3)ccc12 | ?
CC(C)N(C(=O)CSc1nnc(Cc2csc(Nc3ccccc3)n2)o1)C(C)C | 24.4%
CC(C)Oc1ccc2c(NC(=O)[C@H]3CCC(=O)N3)nn(Cc3ccccc3)c2c1 | 25.9%
CCc1noc(-c2cn(C3CCN(C(=O)COc4ccccc4)C3)nn2)n1 (stereo not drawn) | -7.3%
CN(C)S(=O)(=O)N(CC(=O)Nc1ccc(Cl)c(Cl)c1)c1ccccc1 | -12.4%
COc1cc2c(cc1OC)C(COc1ccc3c(C)cc(=O)oc3c1)N(C(=O)c1cccc(C)c1)CC2 (stereo not drawn) | -5.6%
CSc1ccc(C2SCC(=O)N2c2ccc(Br)cc2)cc1 (stereo not drawn) | 2.2%
COc1ccc(N2C(=O)CN(C(=O)c3cc(F)c(F)cc3F)CC2(C)C)cc1 | -9.9%
COC(=O)c1ccc(COC(=O)c2ccc(C)cc2C)cc1 | 20.2%
Cc1nnc(NC(=O)NCC(O)c2cccc(Cl)c2)s1 (stereo not drawn) | 15.9%
Cc1cc(C)cc(C(=O)NC2CCN(c3cc(-c4ccc(F)cc4)[nH]n3)CC2)c1 | 8.0%
Cc1nc(CCNc2cc(C3CC(O)C3)nc(N)n2)nc2c1CCC2 (stereo not drawn) | -11.7%
O/N=C(/c1cc(F)c(F)c(F)c1)c1ccc(O)cc1O | -40.3%
Cc1cc(S(=O)(=O)N2CCOC23CCN(C(=O)c2cccc(F)c2)CC3)ccc1F | 13.1%
O=C(Nc1cccnc1)c1ccc2c(c1)OCCN(Cc1ncccn1)C2 | 7.1%[86.2 µM]
CC1CCN(c2nc3c(c(=O)n(Cc4ccccc4F)c(=O)n3C)n2C)CC1 | 4.3%
Cc1cccc(NC(=O)COC(=O)c2cccs2)c1C | 22.6%
CC(C)CCN1CCC(N2CCN(C(=O)c3cc(F)cc(F)c3)CC2)C1=O (stereo not drawn) | -10.4%
CCOc1ccc(CN2C(=O)c3ccccc3Sc3ccc(C(=O)NCc4ccco4)cc32)cc1 | ?
COc1ccc(C(=O)N2CCC(N3C(=O)C(O)C34CCCCC4)CC2)c(OC)c1 (stereo not drawn) | -9.4%
CN1CCN(c2ccc3nnc(C4CCC4)n3n2)CC1 | ?
O=C(CCc1c[nH]c2ccccc12)Nc1ccc(F)cc1 | -0.4%
O=C(c1cccc(C(F)(F)F)c1)N1CCCN(c2nnc3ccc(Cl)cn23)CC1 | ?
CCOC(=O)CC1COCCN1C(=O)c1ccc2oc(Cc3ccccc3)nc2c1 (stereo not drawn) | 16.7%
Cc1cc2c(cc1C)NC(c1ccccc1)C1=C(CC(C)(C)CC1=O)N2 (stereo not drawn) | -19.2%
COc1ccc(C(=O)N2CCC3(CC2)CC(CO)N(C(=O)c2ccccc2)C3)cc1F (stereo not drawn) | 14.3%
COc1ccc(C(=O)N2CCCC2c2nc(CCOc3cccc(C)c3)no2)cn1 (stereo not drawn) | -8.5%
N#CC1=C(N)OC2=C(C(=O)CC(c3ccccc3)C2)C1C1CCCCC1 (stereo not drawn) | 3.4%
Cc1ccc2oc(C(=O)NCC3(c4ccccc4)CC3)cc(=O)c2c1 | 3.5%
Cc1ccc2c(c1)cc1c(=O)n(CC(=O)NC(C)CCc3ccccc3)nc(C)n12 (stereo not drawn) | -13.0%
Cc1ccc(S(=O)(=O)N2CCC(Oc3ncccc3C(=O)N3CCOCC3)C2)cc1 (stereo not drawn) | -4.7%
COC(=O)c1c(NC(=O)CN2CCNC(=O)C2)sc2c1CCCCC2 | -3.7%
COc1ccc(NC(=O)c2nc3ccccc3nc2N2CCN(C)CC2)cc1 | -4.5%
O=C(NCc1ccccc1)c1ccc2oc(=O)n(Cc3ccccc3)c2c1 | -6.7%
COc1ccccc1-c1cc(C(=O)N/N=C/c2ccc(C)o2)c2ccccc2n1 | ?
CC(C)CNC(=O)NCCn1c(-c2ccc(F)cc2)nc2ccccc21 | 43.5%[activator]
Cn1c(SCC(=O)NNC(=O)c2ccccc2)nnc1C1CC1 | 9.0%
O=C(COc1ccc(F)cc1)N1CCC(n2cc(-c3nc(-c4ccccc4)no3)nn2)CC1 | 13.3%
O=C(c1nc(-c2cccnc2)c2cnccn12)N1CCN(c2ncccn2)CC1 | i
COCC1CN(Cc2ccc(OC)c(OC)c2Cl)CC12CCNCC2 (stereo not drawn) | ?
Cc1cc(C)cc(NC(=O)c2ccc(Oc3nccnc3N3CCCCC3)cc2)c1 | 1.2%
CCC(Oc1ccc(F)cc1)C(=O)NCc1csc(-c2ccccc2)n1 (stereo not drawn) | 11.9%
COc1ccc(-c2cc(C(=O)NCCC(=O)N3CCCC3)c3ccccc3n2)cc1OC | -16.1%
COc1ccc(-c2nc(N)nc(C(F)(F)F)c2-c2csc(C)n2)c(O)c1 | -14.7%
CN(C)C[C@@H]1CN(Cc2ccccc2)C[C@H]1NC(=O)c1cnco1 | 1.8%
CCc1nncn1C1CCN(S(=O)(=O)c2ccccc2C)CC1 | -7.5%
Cc1c(CC(=O)N2CCC(O)(c3ccc(Cl)cc3)CC2)c(=O)oc2c(C)c(O)ccc12 | ?
Cc1cccc(S(=O)(=O)c2cn(Cc3ccccc3)c3cc(N4CCC(C)CC4)c(F)cc3c2=O)c1 | ?
CCc1noc(-c2ccn3c(CNC(=O)C4CCC4)nnc3c2)n1 | i
CNS(=O)(=O)c1cc(C(=O)NCc2coc(-c3cccs3)n2)cc(C)c1C | -13.4%

Screening data: PubChem BioAssay, National Center for Advancing Translational Sciences (NCATS)

Some of the compounds tested; rates above refer to the full screens.
